Source: PubChem
HePTP inhibitor: inhibitors of human HePTP phosphatase, primary screen, biochemical, absorbance, leukemia target. recombinant HePTP phosphatase activity, OD absorbance. inhibition, % at 20 µM. actives 0.64% (n = 110,000); in the data active = inhibition above about 50%;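 also: plate controls were vehicle for no effect and reference inhibitor for full effect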
Target sequence (P35236 whole entry, looked up): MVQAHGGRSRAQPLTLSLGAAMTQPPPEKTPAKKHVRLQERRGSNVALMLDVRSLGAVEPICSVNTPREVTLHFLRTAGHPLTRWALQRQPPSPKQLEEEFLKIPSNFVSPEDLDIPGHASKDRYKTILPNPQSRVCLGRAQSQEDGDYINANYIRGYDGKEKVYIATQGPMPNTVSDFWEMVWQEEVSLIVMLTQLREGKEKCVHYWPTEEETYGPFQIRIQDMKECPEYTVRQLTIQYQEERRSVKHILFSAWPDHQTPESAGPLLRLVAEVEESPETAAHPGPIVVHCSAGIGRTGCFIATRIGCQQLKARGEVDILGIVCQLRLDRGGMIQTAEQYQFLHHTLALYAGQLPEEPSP
BAP1 block: inhibitors of BAP1 deubiquitinase, primary screen, biochemical, Ub-AMC fluorescence, kinetic. recombinant BAP1, Ub-AMC hydrolysis fluorescence kinetic; active compounds read low. actives 0.48% (n = 72,000). activity remaining (% of control), % at 20 µM. AID 436, 2006;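 active = activity remaining at or below 50% of control, provided the compound also passes the data quality filters; inactive = the rest, including low values that fail the filters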;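 also: 100% = DMSO wells rate and 0% = substrate alone blank rate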
Target sequence (Q92560 whole entry, looked up): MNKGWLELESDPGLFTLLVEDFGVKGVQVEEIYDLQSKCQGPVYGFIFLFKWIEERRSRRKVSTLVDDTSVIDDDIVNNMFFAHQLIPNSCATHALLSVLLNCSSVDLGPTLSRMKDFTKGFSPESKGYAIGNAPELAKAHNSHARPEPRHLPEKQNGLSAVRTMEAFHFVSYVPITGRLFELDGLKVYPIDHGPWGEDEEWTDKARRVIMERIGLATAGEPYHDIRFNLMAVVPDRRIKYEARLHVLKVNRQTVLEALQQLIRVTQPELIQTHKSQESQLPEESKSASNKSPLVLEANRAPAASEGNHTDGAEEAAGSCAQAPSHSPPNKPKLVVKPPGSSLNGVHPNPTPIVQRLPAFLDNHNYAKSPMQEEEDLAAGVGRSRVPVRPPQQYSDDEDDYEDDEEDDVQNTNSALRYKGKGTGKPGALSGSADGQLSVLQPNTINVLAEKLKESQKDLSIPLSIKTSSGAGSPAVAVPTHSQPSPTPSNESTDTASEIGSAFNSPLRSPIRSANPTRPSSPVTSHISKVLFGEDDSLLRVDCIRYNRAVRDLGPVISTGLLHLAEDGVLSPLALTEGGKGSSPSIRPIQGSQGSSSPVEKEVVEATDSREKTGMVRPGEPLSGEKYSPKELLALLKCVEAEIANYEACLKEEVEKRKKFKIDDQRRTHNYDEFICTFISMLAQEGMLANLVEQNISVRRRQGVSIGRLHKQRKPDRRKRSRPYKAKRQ
* marks the source's active call; other numbers are inactive results; nt = not tested or not shown; & = joins results of further samples.

entry	SMILES	HePTP inhibitor	BAP1 block
1	CCOC(=O)N1CCC(N2C(=O)c3cc(C(=O)NC4CCCCC4)ccc3C2O)CC1 (stereo not drawn)	10	102
2	CN(Cc1nc(-c2ccncc2)no1)S(=O)(=O)c1ccc(Br)cc1	2	53
3	O=[N+]([O-])c1ccc2nc(Sc3ccccn3)sc2c1	-12	nt
4	COc1cc(OC)c(C2=NOC(C(=O)Nc3c(C)nn(CC(=O)N4CCCC4)c3C)C2)cc1Cl (stereo not drawn)	-6	155
5	O=C1C2ON(c3ccc(Cl)cc3)C(c3cccs3)C2C(=O)N1Cc1ccccc1 (stereo not drawn)	-3	nt
6	O=C(Nc1sc2c(c1C(=O)N1CCCC1)CCC2)c1ccccc1F	nt	86
7	Cc1cc(O)c(C(=O)c2ccccc2C(=O)O)cc1C	7&6	96
8	O=C1N=C(N2CCCCC2)S/C1=C\c1cccc(O)c1	-2	nt
9	CC(=O)c1cc(CN2C(=O)c3ccccc3C2=O)cs1	6&-15	85
10	C1CCN(c2nc(N3CCCC3)nc(N3CCNCC3)n2)C1	10	85
11	CCCC(=O)Oc1cc2c(C(=O)OCC)c(C)n(C)c2c2ccccc12	1	nt
12	CC(C)(C)c1csc(N/N=C/c2cccnc2)n1	-20	nt
13	CC1(C)CC(=O)C2=C(C1)Nc1ccccc1N(C(=O)c1ccccc1)C2c1ccc([N+](=O)[O-])o1 (stereo not drawn)	8	nt
14	Cc1ccc(C)c(N=C(NO)C(=Nc2cc(C)ccc2C)NO)c1	2	nt
15	O=C(Cc1c2ccccc2nc2ccccc12)c1ccccc1	6	nt
16	COCCOC(=O)C1=C(C)NC(C)=C(C(=O)OCCOC)C1c1cn(-c2ccccc2)nc1-c1ccc(F)cc1	-15	nt
17	c1cnn(-c2cc(N3CCOCC3)ncn2)c1	-6	87
18	O=C(Nc1cccc(Cl)c1Cl)c1cnccn1	9	nt
19	CCOc1cc2c(C#N)c(N3CCOCC3)nc(N)c2c(N)n1	4	nt
20	CCO/C(C)=N/n1c2nc3ccccc3nc2c2c(=O)n(C3CCCC3)c(C)nc21	7	89
21	CC1CN(C(=O)C(C)N2C(=O)c3ccccc3C2=O)CC(C)O1 (stereo not drawn)	2&-26	83
22	CC1CCCC(C)N1CC(O)COc1ccccc1C(C)(C)C (stereo not drawn)	0	nt
23	CC1CCN(S(=O)(=O)c2ccc3[nH]c(=O)cc(C(=O)O)c3c2)CC1	-3	111
24	CC(C)n1cnc2cc(NCc3nc4ccccc4n3C)ccc21	7	104
25	O=C(CCCN1C(=O)CCC1=O)Nc1ccc(Cl)c(C(F)(F)F)c1	13	74
26	CC(C)(C)c1ccc(C(=O)N/C(=C/c2ccc(Br)cc2)C(=O)NN)cc1	3	nt
27	COc1ccc(OC)c(C2NC(=O)NC(C)=C2C(=O)Nc2ccccc2C)c1 (stereo not drawn)	5	nt
28	CCSc1nnc(NC(=O)c2c(C)c(-c3ccc(C)cc3)nc3ccccc23)s1	3	nt
29	Cc1ccc(C(=O)O)cc1S(=O)(=O)N1CCC(C)CC1	11	nt
30	Cc1coc2c(C)c3oc(=O)c4c(c3cc12)CCC4	-1	nt
31	Cc1cc(Br)ccc1S(=O)(=O)n1nnc2ccccc21	8	nt
32	Cc1cc(=O)[nH]c(SCC(=O)Nc2ccc(S(=O)(=O)N3CCCCC3)cc2)n1	7	nt
33	O=C(CN1CCN(c2ncc(C(F)(F)F)cc2Cl)CC1)Nc1ccc2c(c1)OCO2	-3	83
34	CCOC(=O)COc1ccc(S(=O)(=O)Nc2ccc3c(c2)OCO3)cc1	6	133
35	COc1ccc(-c2noc(COc3ccc4c(c3)OCO4)n2)cc1OC	4	80
36	Nc1c(C(=O)NC2CCCCC2)nsc1C(=O)OCC(=O)NC1CCCCC1	2	nt
37	CCc1ccc(N/C(SC)=C(/C#N)C(N)=O)cc1	-4	101
38	Cc1ccc2nc3c(cc(C(=O)NCc4cccnc4)c(=N)n3C(C)C)c(=O)n2c1	7	nt
39	CCOC(=O)C(CC)Sc1nc2c(c(=O)[nH]c(=O)n2C)n1C(C)C (stereo not drawn)	nt	93
40	CCC(C)(C(=O)NC1CCCCC1)N(Cc1ccco1)C(=O)c1ccc2c(c1)OCO2 (stereo not drawn)	13	74
41	Cc1cc(C(=O)CSc2nnc(NCc3ccccc3)s2)c(C)n1C	4	71
42	Cc1ccc(OCC(=O)O/N=C(\N)Cc2ccc([N+](=O)[O-])cc2)c(Br)c1	-1	nt
43	O=C(CSc1ccc2nnc(-c3ccc(F)cc3)n2n1)N1CCCCC1	-9	55
44	COCCN1C(=O)C(=O)/C(=C(/O)c2ccccc2)C1c1ccc(Cl)cc1 (stereo not drawn)	4	nt
45	Cc1cc2n(n1)C(c1ccco1)Nc1ccccc1-2 (stereo not drawn)	-7	48*
46	CCOC(=O)CC(=O)CSc1nc2c(cc1C#N)CCCCCC2	3	245
47	Cc1nn(CC(=O)N2CCN(Cc3ccccc3)CC2)c(=O)c2ccccc12	4	97
48	CN(C)c1ccc(-c2noc(C3CCN(S(=O)(=O)c4cccc(Cl)c4)CC3)n2)cc1	1	nt
49	CN(C(=O)CN1C(=O)C(C)(C)Nc2ccccc21)c1ccccc1	-5	nt
50	COc1ccc(C2C(C(=O)N3CCCCC3)CCC(=O)N2c2cc(OC)c(OC)c(OC)c2)cc1 (stereo not drawn)	12	nt
51	Cc1csc(NC(=O)CSc2nnc(C)n2Cc2ccco2)n1	8	96
52	CCc1cc(C)cc(OCCOc2ccc(/C=C3/SC(=S)N(C)C3=O)cc2)c1	-8	nt
53	CC(=O)c1c(N2CCN(Cc3ccccc3)CC2)[nH]c(-c2ccccc2)nc1=S	-2	76
54	COc1ccc(CCNc2cc(N3CCOCC3)ccc2[N+](=O)[O-])cc1OC	-2	nt
55	COc1ccccc1NC(=O)CSC(N)=O	-10	nt
56	Cc1ccc2cccc(S(=O)(=O)c3ccc(C(F)(F)F)cc3[N+](=O)[O-])c2n1	8	nt
57	O=C(O)/C=C\C(=O)Nc1ccc(Nc2ccccc2)cc1	6	nt
58	CC(=O)Nc1nc(C(=O)Nc2c(C)n[nH]c2C)cs1	7	105
59	COc1ccc(Cn2c(C3CC3)nc3ccc(NC(C)=O)cc3c2=O)cc1	2	100
60	Cc1ccc(S(=O)(=O)NC(C)C(=O)Nc2ccccc2C(=O)N2CCCC2)cc1 (stereo not drawn)	5	98

(list continues)
entry	SMILES	HePTP inhibitor	BAP1 block
61	CCN(CCN(C)C)C(=O)Cn1ncc2c1-c1cc(C)ccc1OC2	-3	107
62	O=C(Nc1c(Cl)cccc1Cl)c1cc2c(ccc3ccccc32)oc1=O	8	nt
63	CCOC(=O)c1cc(S(=O)(=O)NC2CCN(C(=O)OCC)CC2)cn1C	6	68
64	Cc1ccc(O)c(Sc2cc(C)ccc2O)c1	7	86
65	CCOC(=O)/C(C#N)=C\c1c(C)cc(C)c(COC)c1C	9	nt
66	COCCN(Cc1cc2cccc(C)c2n2nnnc12)C(=O)C(F)(F)F	6	100
67	CCC1CCc2c(sc(NC(=O)CCC3CCCCC3)c2C(N)=O)C1 (stereo not drawn)	2	nt
68	COc1ccc(/C=C2\C=C(c3ccc(Br)cc3)OC2=O)c(C)c1	6	nt
69	Cn1c(=O)c(C(=O)Nc2ncccn2)c(O)c2ccccc21	3&2	88
70	Cc1nc(SC(C)C)[nH]c(=O)c1Cc1ccccc1	3	93
71	CCn1cc(C(=O)NCCCOC)c(=O)c2cc(S(=O)(=O)N(C)C3CCCCC3)ccc21	4	111
72	Clc1ccc(Nc2nc(-c3cccs3)cs2)nc1	2	nt
73	CCNC(=O)C(=O)Nc1cc(Cl)ccc1C	-5	nt
74	O=C(Cn1nc(C(F)(F)F)c2c1CCC2)N1CCN(c2ccccc2)CC1	-6	103
75	CC(C)CCNCC(O)Cn1c2ccc(Cl)cc2c2cc(Cl)ccc21 (stereo not drawn)	nt	132
76	COc1ccc(-c2nc(CS(=O)CC(=O)NCCCN3CCCC3)c(C)o2)cc1OC (stereo not drawn)	2	124
77	COc1ccccc1-c1nc(-c2cccc(C)c2)no1	-11	91
78	Cc1ccc(/C(O)=C2\C(=O)C(=O)N(CC(C)O)C2c2cccc(F)c2)cc1 (stereo not drawn)	1	90
79	N#Cc1c(C(F)(F)F)cc(-c2ccco2)nc1SCc1ccncc1	8	nt
80	OCCN(CC(O)Cn1ccc2ccccc21)CC(O)Cn1ccc2ccccc21 (stereo not drawn)	2	71
81	N#C/C(=N\Nc1ccccc1)c1nc(-c2ccc(F)cc2)cs1	-13	nt
82	COc1ccccc1N1CCN(C(=O)CCCC2=NS(=O)(=O)c3ccccc3N2)CC1	9	101
83	COc1cc(-c2nc3cnccn3c2Nc2ccc3c(c2)OCCO3)ccc1O	1	nt
84	CSc1nc(N2CCOCC2)c2c3c(sc2n1)CCC3	-12	nt

2 entries from above, field by field.
72. Clc1ccc(Nc2nc(-c3cccs3)cs2)nc1
- HePTP inhibitor: 2
- BAP1 block: nt

83. COc1cc(-c2nc3cnccn3c2Nc2ccc3c(c2)OCCO3)ccc1O
- HePTP inhibitor: 1
- BAP1 block: nt

Five compounds from above, arranged by molecular weight, falling:
entry	SMILES	HePTP inhibitor	BAP1 block
27	COc1ccc(OC)c(C2NC(=O)NC(C)=C2C(=O)Nc2ccccc2C)c1 (stereo not drawn)	5	nt
51	Cc1csc(NC(=O)CSc2nnc(C)n2Cc2ccco2)n1	8	96
61	CCN(CCN(C)C)C(=O)Cn1ncc2c1-c1cc(C)ccc1OC2	-3	107
3	O=[N+]([O-])c1ccc2nc(Sc3ccccn3)sc2c1	-12	nt
7	Cc1cc(O)c(C(=O)c2ccccc2C(=O)O)cc1C	7&6	96

Next part
entry	SMILES	HePTP inhibitor	BAP1 block
85	CN1CCN(C(=O)c2ccccc2-c2ccccc2C(=O)O)CC1	3	92
86	COc1ccc(-c2nc3n(c2C)Cc2ccccc2-3)cc1	nt	143
87	Cc1cccc(N2CCN(C(=O)c3ccc(Cl)cc3Cl)CC2)c1C	6	nt
88	CCC(C)NC(=O)CSc1nc2ccccc2c(=O)n1CCCC(=O)NCC1CCCO1 (stereo not drawn)	-13	96
89	CCCOC(=O)C1=C(C)NC2=C(C(=O)CC(c3ccc(OC)cc3)C2)C1c1cc(Br)c(O)c(OC)c1 (stereo not drawn)	-1	nt
90	CN(CCCC(=O)Nc1nccs1)S(=O)(=O)c1ccc(Cl)cc1	4	86
91	C=CCNC(=O)c1ccc(Cl)cc1Cl	8	101
92	Cc1ccc(N2CC(C(=O)Nc3nnc(C)s3)CC2=O)cc1 (stereo not drawn)	4	101
93	Cc1ccc(N2C(=O)c3n[nH]c(C)c3C2c2cccnc2)cc1 (stereo not drawn)	10	109
94	CC1(C)Cc2cccc(OCC(=O)Nc3ccccc3N3CCOCC3)c2O1	-3	78
95	C/C(Cl)=C\Cn1c(Nc2ccccc2)nc2c1c(=O)n(C)c(=O)n2C	8	96
96	COC(=O)C1=C(C(=O)OC)SC(=C2C(=S)C(C)(C)N(C(=O)c3ccc([N+](=O)[O-])cc3)c3cc(OC)ccc32)S1	0	nt
97	O=C(O)c1ccccc1NCN1C(=O)C2CC=C(Cl)CC2C1=O (stereo not drawn)	9	361
98	CCOC(=O)C1CCN(C(=O)NC23CC4CC(CC(C4)C2)C3)CC1	0	67
99	COc1ccccc1NC(=O)/C(=C\c1cccs1)NC(=O)c1ccccc1	-3	nt
100	O=C1CC(N2CCN(c3ccccc3Cl)CC2)C(=O)N1c1ccc(Cl)cc1 (stereo not drawn)	-1	nt
101	Cc1cc(-c2nnc3sc(-c4ccc(Cl)cc4Cl)nn23)n[nH]1	0	99
102	CCCCSCc1[nH]c(=O)[nH]c1C(=O)CCCCC(=O)OCC	6	90
103	COCc1nnc(SCC(=O)NC(C)c2ccccc2)n1-c1ccccc1 (stereo not drawn)	-2	66
104	CC(C)CCn1c(CN2CCN(C(=O)c3ccco3)CC2)nc2c1c(=O)n(C)c(=O)n2C	0	107
105	CC(c1ccccc1)C1CC(=O)N(c2ccc([N+](=O)[O-])cc2)C1=O (stereo not drawn)	-3	nt
106	CSc1nc(-c2ccco2)nn1C(=O)c1cccs1	-8	120
107	CC(=O)N1CCN(CCN=CC2=C(O)CC(c3ccc(Cl)cc3)CC2=O)CC1 (stereo not drawn)	4	104
108	O=C(NCCCN1CCOCC1)c1cccc(Cl)c1	-1	nt
109	COc1ccc(OC)c(C2NC(=S)NC(C)=C2C(=O)Nc2ccc(Cl)cc2)c1 (stereo not drawn)	-3	nt
110	O=C(NCCNc1ccc([N+](=O)[O-])cc1)c1ccccc1F	5	nt
111	CCOC(=O)N1CCN(C(=O)CSc2nc3c(cnn3-c3ccc(C)cc3)c(=O)[nH]2)CC1	0	107
112	O=C(CCC(=O)N1CCCC1)Nc1nnc(C(F)(F)F)s1	-13	104
113	O=c1c2ccccc2nnn1Cc1ccccn1	6	115
114	Cc1ccc2oc(=O)c3cnn(CC(=O)N4CCCCC4C)c3c2c1 (stereo not drawn)	9	103
115	CCOC(=O)C1CCCN(C(=O)c2cc(Nc3ccc(OC)c(OC)c3)nc3ccccc23)C1 (stereo not drawn)	-3	85
116	Cc1cc(=O)n2nc(N3CCCC(C(=O)NCCc4ccccc4)C3)sc2n1 (stereo not drawn)	-5	91
117	O=C(COc1ccc(Cl)cc1)NNC(=O)C1COc2ccccc2O1 (stereo not drawn)	-5	nt
118	O=C(NC(Cc1ccc(F)cc1)C(=O)O)c1ccccc1 (stereo not drawn)	4	86
119	COc1ccc(S(=O)(=O)N(Cc2ccccc2)c2ccccc2C(=O)N2CCOCC2)cc1	-14	nt
120	CC(=O)Oc1cc(OC(C)=O)c2c(=O)c(-c3ccc4c(c3)OCCO4)c(C)oc2c1	nt	211
121	COc1cccc(NC(=O)c2cccnc2)c1	9	90
122	O=c1c2[nH]c3ccc(F)cc3c2ncn1CCCn1ccnc1	-11	64
